# DUSP3 inh: VHR1 (DUSP3) phosphatase inhibition; 50,000 tested, 0.7% active; recombinant VHR phosphatase, colorimetric substrate read-out; inhibition, % at 20 µM; P51452; in the data active = inhibition above about 60%; note: some results filed as inactive read as strong as hits
# Target sequence (P51452 whole entry, looked up): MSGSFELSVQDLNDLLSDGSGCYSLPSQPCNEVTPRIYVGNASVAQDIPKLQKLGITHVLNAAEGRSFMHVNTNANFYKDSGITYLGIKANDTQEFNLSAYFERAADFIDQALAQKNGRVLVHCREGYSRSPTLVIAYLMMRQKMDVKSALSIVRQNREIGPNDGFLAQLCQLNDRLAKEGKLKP
# Numbers without * were called inactive. Not all compounds are listed; count on the stated rates, not on these rows.
SMILES,DUSP3 inh
Cc1c(NC(=O)C(C)C)cccc1-c1nc2ncccc2o1,-3.3
Cc1cc(C)c(C2=C(C#N)C(N)=C(C#N)C3=CCCCCC32)c(C)c1 (centres undefined),6.4
COc1cccc(C2C(C#N)=C(N)SC(N)=C2C#N)c1,-4.5
Cc1ccccc1NC(=O)CSc1nnc(C)c2ccccc12,-3.0
O=C1NC(=S)N(c2ccc(Br)cc2)C(=O)/C1=C/c1ccc(-c2ccccc2C(=O)O)o1,18.2
Cc1onc(-c2c(Cl)cccc2Cl)c1C(=O)N1CCN(c2cccc(Cl)c2)CC1,-18.9
CCN1C(=O)/C(=C\c2cccc(OCCOCCOc3ccc(C)cc3)c2)SC1=S,-12.8
O=C(N/N=C/c1cccs1)C(=O)Nc1ccc(Br)cc1,-10.7
Nc1cc(-c2ccc(Br)cc2)nn1-c1ccccc1,9.9
C=CCn1c(O)c(C2=c3ccccc3=NC2=O)s/c1=N\S(=O)(=O)c1ccc([N+](=O)[O-])cc1,-41.8
O=C(COc1ccc2ccccc2c1)Nc1ccc(S(=O)(=O)N2CCCCCC2)cc1,-6.6
O=C1C(Cl)=C(N2CCOCC2)C(=O)N1c1cccc(Cl)c1Cl,9.2
Cc1cccc(NC(=O)c2ccc(OC3CSC3)cc2)c1,-16.1
Cc1ccc(C(=O)Nc2cccc(Oc3ccccc3)c2)o1,-25.4
COC(=O)c1cccc(Nc2ncnc3ccc(Br)cc23)c1,-11.1
COC(=O)CN(CCc1ccccc1)S(=O)(=O)c1ccc(OC)c(OC)c1,-23.7
Cc1ccc(S(=O)(=O)N(CC(=O)Nc2ccccc2C)Cc2ccccc2)cc1,-19.3
CN(C)S(=O)(=O)NCCCNc1ccc([N+](=O)[O-])cc1,-16.3
COc1cc(F)ccc1S(=O)(=O)N1CCCCCC1,-34.7
CCC1S/C(=N/N=C(/C)c2ccc(Br)cc2)NC1=O (centres undefined),3.1
COc1cc(/C=C2/SC(=S)N(CC(=O)Nc3cccc(C(=O)O)c3)C2=O)cc(OC)c1OC,-9.2
O=C(/C=C/c1cccc(C(F)(F)F)c1)Nc1ccc(F)cc1,9.7
COc1ccc(N(CC(=O)NCc2ccccc2)S(=O)(=O)c2ccc(C)cc2)cc1OC,-0.8
COc1ccc(S(=O)(=O)Nc2ccc(C)cc2Br)cc1,-1.2
COc1ccc(-c2nc3cc(NC(=S)NC(=O)c4ccccc4Cl)ccc3o2)cc1Cl,7.5
Cc1cc(C)n(C(=O)c2cc(F)c(F)cc2Cl)n1,-5.3
Oc1ccccc1/C=N/c1nc2ccccc2n1Cc1ccc(Cl)cc1,-29.7
CC1(C)Cc2ccccc2/C(=C(\C#N)C(=O)Nc2cccc([N+](=O)[O-])c2)N1,-40.7
COC(=O)Nc1ccc(S(=O)(=O)N2CCN(C)CC2)cc1,-40.8
N#CCNC1CC(=O)N(c2ccc(Br)cc2)C1=O (centres undefined),0.0
Cc1ccc(S(=O)(=O)N/N=C/c2ccc(OS(=O)(=O)c3cccc([N+](=O)[O-])c3)cc2)cc1,-2.7
CCOP(=O)(OCC)C(c1ccco1)N(C)C(=O)C1CC1 (centres undefined),-13.0
CN1CCN(NC(=S)Nc2ccc(F)cc2)CC1,-2.5
O=C(Nc1ccc(F)c(Cl)c1)C1CC2CCC1C2 (centres undefined),-11.4
O=C(CCc1ccccc1)Nc1ccc(OCc2ccccc2)cc1,-8.0
C=CCNC(=O)CN(c1cccc(C(F)(F)F)c1)S(C)(=O)=O,-10.5
CC(=O)c1ccc(Oc2cc(-c3ccccc3)nc(-c3ccccc3)n2)cc1,-36.6
CC1=CC(C)(C)N(C(=O)C(C)N2C(=O)c3ccccc3C2=O)c2cc(C)c(C)cc21 (centres undefined),-3.2
O/N=C(/CSc1nc2ccccc2s1)c1ccccc1,-2.8
O=S(=O)(Cc1ccccc1)CC(O)COCc1ccccc1 (centres undefined),-8.4
O=C1NC(=O)N(c2ccccc2)C(=O)/C1=C/c1ccoc1,-11.7
Cc1ccc(OCCOCCOc2ccc(/C=c3\sc4nc5ccccc5n4c3=O)cc2)cc1,-32.7
c1ccc(-c2cc(N3CCCCC3)nc3ccccc23)cc1,-13.8
O=C(c1ccccc1[N+](=O)[O-])N1CCC(Cc2ccccc2)CC1,-14.0
CCOc1ccc(/C=C2\C(=O)NC(=O)N(c3ccccc3F)C2=O)cc1Cl,12.7
CCOC(=O)c1cc(CC)sc1NC(=O)c1cccs1,-18.0
Nc1ccc(C(c2ccccc2)c2ccc(N)cc2)cc1,-5.7
COc1ccccc1NC(=O)c1c(NC(=O)c2cccc(C)c2)sc2c1CCCC2,-18.8
COc1cc(C(=S)N2CCOCC2)cc(OC)c1OC(=O)c1ccc(C)cc1,19.6
S=c1[nH]nc(-c2ccccc2Br)n1-c1ccccc1,-7.8
O=C(COc1ccccc1[N+](=O)[O-])Nc1cc(C(F)(F)F)cc(C(F)(F)F)c1,-9.8
O=C(COc1ccc(Br)cc1)Nc1cccc(C(F)(F)F)c1,-1.3
Cc1cc(C)cc(OCC(=O)N2CCN(c3ccccc3)CC2)c1,3.4
O=C(NNS(=O)(=O)c1ccc(Br)cc1)[C@H]1C[C@H]1c1ccccc1,-9.1
O=C(CCCCCN1C(=O)c2cccc3cccc(c23)C1=O)NCCCO,-0.2
Nc1cccc2c1C(=O)c1c(N)cccc1C2=O,6.4
Cc1ccc(OCC(=O)NCc2ccc3c(c2)OCO3)cc1,-20.0
CCOc1cc(C(=S)N2CCOCC2)ccc1O,21.9
COc1ccc(-n2sc3c(c2=S)-c2ccc(OC)cc2NC3(C)C)cc1,-44.6
COC(=O)c1ccc(/C=C2\SC(=Nc3cccc(Cl)c3C)NC2=O)cc1,0.4

# The list goes on:
SMILES,DUSP3 inh
CCc1ccccc1N1C(=O)NC(=O)/C(=C\c2ccc(I)o2)C1=O,22.6
Cn1cnnc1SCc1ccccc1,10.7
CCOc1cc(OCC)cc(C(=O)Nc2ccc(NC(=O)CC)cc2)c1,1.7
CC(=O)c1cc2c(N)c(C(=O)c3ccc(Br)cc3)sc2nc1C,-6.0
Cc1ccc(-c2nc3ccccc3o2)cc1NC(=O)c1cc(Cl)ccc1Cl,2.4
O=C(NC(=O)c1ccccc1)Oc1ccc([N+](=O)[O-])cc1,3.2
O=C1/C(=C\c2ccc(-c3ccc([N+](=O)[O-])cc3Br)o2)Sc2ccccc21,4.1
CC(=O)C1=C(C)NC(c2ccccc2)NC1c1ccccc1 (centres undefined),8.2
O=C(c1ccccc1)c1cc2c(cc1Br)OCCO2,-8.0
O=C(/C=C/c1cccs1)c1c(-c2ccccc2)c2cc(Cl)ccc2[nH]c1=O,2.2
N#C/C(=C\c1ccccc1C(F)(F)F)c1nn(CCO)c(N)c1C#N,-1.9
COc1ccc(/C=N\Nc2nc(NCc3ccco3)nc(Nc3ccc(OC)cc3)n2)cc1,3.7
Cc1ccsc1/C=C1\SC(=S)N(CC(C)C)C1=O,6.6
COc1ccc(CN2CCN(C3CCCCCC3)CC2)c(OC)c1OC,2.1
Cc1cc([N+](=O)[O-])ccc1-c1ccc(C(=O)Nc2ccccc2O)o1,-11.9
CCc1ccc(OCCCCCN(CC)CC)cc1,-99.9
COc1ccccc1/C=C1/SC(=S)N(CCC(=O)N2c3ccccc3Sc3ccc(Cl)cc32)C1=O,-6.4
Cc1cc(NS(=O)(=O)c2ccc(Nc3nc(-c4ccc(Cl)cc4)cs3)cc2)no1,5.2
Cc1cccc(Nc2nnc(-c3ccc(C(=O)NCCO)cc3)c3ccccc23)c1,-8.3
Cc1ccc(N=Cc2cc(Br)ccc2O)cc1F,3.0
CCC(=O)c1ccc(N2CCN(C(=O)c3ccc(Br)cc3)CC2)c(F)c1,18.5
COc1ccc(C2CC(=O)C3=C(C2)Nc2ccccc2NC3c2c(F)cccc2Cl)cc1 (centres undefined),8.4
COc1cccc(NC(=O)c2sc(-c3ccccc3)nc2C)c1,-13.0
O=C(/C=C/c1cccc([N+](=O)[O-])c1)N1CCN(Cc2ccccc2)CC1,3.9
CC(=NCCN1CCNCC1)C1=C(O)CC(C)(C)CC1=O,-29.6
C/C(=N/N1CCN(Cc2ccccc2Cl)CC1)c1cccc([N+](=O)[O-])c1,-6.1
COc1ccc(N(CC(=O)NCc2ccccc2OC)S(=O)(=O)c2ccccc2)c(OC)c1,-12.9
O=C1NC(=O)C(Nc2ccc(Cl)cc2)S1 (centres undefined),-39.0
CC(/C=C/c1ccc2ccccc2c1)=C\C(=O)O,-10.1
CCN(CC)CCSc1nc2sc3c(c2c(=O)n1-c1ccc(OC)cc1)CCCC3,15.7
Cc1ccc(N2CC(C(=O)Nc3cccc(Cl)c3)CC2=O)cc1 (centres undefined),-14.4
COc1cc(/C=C(\C#N)c2nc3ccccc3[nH]2)cc(Cl)c1O,30.1
CCCCc1ccc(N=N/C(C(=O)Nc2ccc(C(N)=O)cc2)=C(\C)O)cc1,-9.8
CN1C(=O)/C(=C2/SC(=S)N(CCC(=O)O)C2=O)c2cc(Br)ccc21,-2.9
Cc1nc(=S)c2cnn(-c3ccccc3)c2[nH]1,-17.6
COc1cc(/C=C2\SC(=Nc3cccc(Cl)c3C)NC2=O)ccc1O,10.3
Cc1ccc(N/C(=N\S(=O)(=O)c2ccccc2)Nc2nc(C)cc(C)n2)cc1,-9.5
COCCOC(=O)C1=C(C)NC2=C(C(=O)CC(C)(C)C2)C1c1cccc(F)c1 (centres undefined),-30.0
O=C(O)C1C2CC=CC2c2cc(Oc3ccccc3)cc3c2N1CC1CC=CC31 (centres undefined),80.4
COc1ccc(NC2CC(=O)N(c3ccccc3F)C2=O)cc1 (centres undefined),0.3
N/C(=N\OC(=O)Cc1ccc(-c2ccccc2)cc1)c1ccccc1,1.5
O=C1c2ccccc2C(=O)N1CC(=O)n1c2c(c3ccccc31)CCCC2,-42.1
N#Cc1ccccc1NC(=O)C(Cc1ccc([N+](=O)[O-])cc1)N1C(=O)c2ccccc2C1=O (centres undefined),-3.0
O=C(Nc1ccc(Br)c(Cl)c1)c1ccco1,-21.7
CSc1cccc(NC(=O)CSc2nc3ccccc3s2)c1,-6.0
O=[N+]([O-])c1cc(-n2ncnc2-c2cccc(Br)c2)ccc1Cl,3.7
O=C(Cn1c2ccccc2c(=O)c2ccccc21)N/N=C/c1cc([N+](=O)[O-])ccc1N1CCCCCC1,-8.5
N#Cc1cc(N=Cc2cccc(C=Nc3ccc(N)c(C#N)c3)c2)ccc1N,-2.4
CCOc1ccc2c(c1)C(C)=CC(C)(C)N2C(=O)CN1C(=O)c2ccccc2C1=O,-21.8
O=C(N/N=C\c1c(O)ccc2ccccc12)c1cccc2cc[nH]c12,-6.8
O=C(O)c1cccc(N2C(=O)c3cc4ccccc4c(-c4ccccc4)c3C2=O)c1,1.1
COc1cc(C(=O)NC(NC(=S)Nc2ccc(Br)cc2)C(Cl)(Cl)Cl)cc(OC)c1OC (centres undefined),10.0
Cc1ccc(Nc2nc(-c3ccccc3)cs2)cc1,-12.5
CCc1ccc(N2CC(C(=O)Nc3ccc(Cl)c(Cl)c3)CC2=O)cc1 (centres undefined),-8.4
Cc1ccc(OCC(=O)NNC(=O)Cc2ccc(Cl)cc2)c(C)c1,-1.5
COc1ccc(CCNC2CC(=O)N(c3ccc(F)cc3)C2=O)cc1OC (centres undefined),-8.5
CCc1nc2ccccc2c(NC(=O)CNC(C)(C)CC(C)(C)C)c1C,6.4
CCN1CCN(C(=O)c2cc([N+](=O)[O-])cc([N+](=O)[O-])c2)CC1,-9.6
COc1ccc(Cl)cc1C(=O)N(Cc1ccccc1)C(C)C,0.3
Cc1nn2c(C(F)(F)F)cc(-c3ccc(Cl)cc3)nc2c1C(N)=O,-8.5

# (cont.)
SMILES,DUSP3 inh
C=CCNC(=S)Nc1sc(C)c(C)c1C(=O)OCC,24.5
COc1ccc(C2/C(=C(/O)c3ccccc3)C(=O)C(=O)N2c2nc3ccccc3s2)cc1 (centres undefined),21.1
Brc1ccc(OCCCN2CCCC2)cc1,-7.6
Cc1cc(C)c(C(=O)/C(=C/c2ccc(Br)cc2)c2ccccc2)c(=O)[nH]1,0.2
COC(=O)COc1ccc(/C=N/NC(=O)CSc2nc(C)cc(C)n2)cc1,-40.6
CN(C)c1ccc(/C=C/C(=O)c2ccc3ccccc3c2)cc1,-8.0
Oc1ccc(/C=N/Nc2nc(N3CCOCC3)nc(N3CCOCC3)n2)c(O)c1,-10.9
CCCN(CCC)C(=O)c1c(NC(=O)c2cccs2)sc2c1CCCCC2,-13.8
C=C(C)CSc1nc2sc3c(c2c(=O)n1Cc1ccccc1)CCC3,-18.2
Cc1c(C)c2ccc(OCC(=O)N(C)C)c(C)c2oc1=O,1.0
COc1ccc(C(O)(C(=O)NCc2ccccc2)c2ccc(OC)cc2)cc1,-0.8
CCOC(=O)c1ccc(N2NC(=O)/C(=C/c3ccc4c(c3)OCO4)C2=O)cc1,-23.4
O=C(c1ccco1)N(O)c1ccccc1,1.7
CC1CN(Cc2ccccn2)CCC1=O (centres undefined),110.9*
CC(=O)N(CCN(C(C)=O)c1ccccc1C)c1ccccc1C,-1.9
Cc1ccc(S(=O)(=O)NC(=O)NCCc2ccccc2)cc1,-11.7
O=C(Nc1c(-c2ccccc2)nc2ccc(Cl)cn12)c1cccs1,-15.0
COc1ccc2c(=O)cc(C(F)(F)C(F)F)oc2c1,8.5

# Assay outcomes as filed in PubChem BioAssay.
